From PubChem
RSV CPE inhibition: inhibition of RSV-induced cytopathic effect – HEp-2 cells, primary 10 µM value included (AID 2391). HEp-2 cells, RSV-induced CPE inhibition; higher % means a stronger effect. 310,000 compounds, 0.13% hits. CPE inhibition, % at 10 µM; hits with a dose series show IC50 in µM; in the data active = a potency from the dose series; inconclusive = CPE inhibition mostly from about 23% at the one dose, without a potency; inactive = the rest, 99 in 100 with CPE inhibition below about 21%; also: strong numbers were not always called active
Rac1 GTP hydrolysis: MgcRacGAP GTPase-activating activity inhibitors, confirmation, biochemical, ADP Hunter fluorescence | MgcRacGAP-stimulated Rac1 GTP hydrolysis, ADP Hunter fluorescence; higher % means a stronger effect; GST-tagged Rac1 F28L mutant substrate | inhibition, % at 30 µM, or IC50 in µM where a hit was titrated | 340,000 compounds, 0.6% hits | AID 624330;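 active = first-screen hits whose inhibition reached a set limit at any dose in the follow-up dose series; inconclusive = inhibition above the set first-screen limit but never retested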;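 also: fluorescence reports GDP produced by GAP-driven GTP hydrolysis; strong numbers were not always called active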
CSM14.1 death rescue: rescue of cells from ER stress-induced death, primary screen, 384-well, CSM14.1, thapsigargin, ATP luminescence (AID 1222). 190,000 tested, under 10 active. CSM14.1 thapsigargin-induced death rescue, ATP luminescence; higher % means a stronger effect. one-dose cellular ATP content (survival), % at 20 µM; EC50 in µM for titrated hits;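 active = EC50 below 50 µM in the dose-response confirmation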;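 also: death triggered by thapsigargin at about 15 µM added after 2 h compound pretreatment; cell ATP read after overnight thapsigargin exposure of roughly 18 to 22 hours; normalized against plate controls of thapsigargin alone and 5% DMSO vehicle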
LYP phosphatase: inhibitors of LYP phosphatase, biochemical, fluorescence intensity, uHTS (AID 1779); recombinant LYP phosphatase, fluorescence intensity; higher % means a stronger effect; inhibition, % at 11.5 µM, or IC50 in µM where a hit was titrated; 290,000 compounds, 0.054% hits; in the data active = inhibition above about 50%;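 also: plate controls were vehicle with enzyme for no effect and no enzyme for full effect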
Dengue-2 NS5 capping: Dengue-2 NS5 methyltransferase inhibitors, primary screen, biochemical, confirmation dose response (AID 588689) | Dengue-2 NS5 methyltransferase capping enzyme assay, biochemical; higher % means a stronger effect | inhibition, % at 25 µM; hits with a dose series show IC50 in µM | 340,000 compounds, 0.3% hits; in the data active = a potency from the dose series; inconclusive = inhibition above about 29% without an active follow-up result
Large T inhibition: SV40 large T antigen inhibitors, biochemical (AID 1903) | SV40 large T antigen ATPase/helicase inhibition assay; higher % means a stronger effect | one-dose inhibition, % at 20 µM; IC50 in µM for titrated hits | 310,000 compounds, 0.39% hits; in the data active = a potency from the dose series; inconclusive = inhibition mostly from about 32% at the one dose, without a potency; inactive = the rest, 99 in 100 with inhibition below about 32%; also: strong numbers were not always called active
West Nile antiviral: inhibition of WNV-induced cytopathic effect – cell-based, CPE readout (AID 1621). West Nile virus-infected cells, CPE inhibition; higher % means a stronger effect. one-dose CPE inhibition, % at 10 µM; IC50 in µM for titrated hits. 290,000 compounds, 0.02% hits; in the data active = a potency from the dose series; inconclusive = CPE inhibition mostly from about 3.7% at the one dose, without a potency; inactive = the rest, 99 in 100 with CPE inhibition below about 2.2%; also: strong numbers were not always called active
GPR35 arrestin U2OS: GPR35 antagonists blocking zaprinast-driven arrestin recruitment, primary screen, imaging, U2OS, beta-arrestin-GFP, zaprinast agonist (AID 2058); U2OS GPR35 beta-arrestin-GFP translocation imaging, zaprinast antagonism; higher % means a stronger effect; one-dose inhibition, % at 10 µM; IC50 in µM for titrated hits; 290,000 compounds, 0.052% hits;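 active = inhibition of at least 50% with at least 30 cells and total cytoplasm GFP at most 10,000,000; inconclusive = under 30 cells or total GFP of 10,000,000 plus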
Salmonella PhoP GFP: PhoP-dependent GFP reporter repression – Salmonella Typhimurium, primary screen (AID 1863) | S. Typhimurium PhoP-regulated promoter GFP reporter, 4 h; higher % means a stronger effect | inhibition, % at 50 µM, or IC50 in µM where a hit was titrated | 300,000 compounds, 0.16% hits;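 active = inhibition over 29.93%, a cutoff 3 SD above the screen mean, later confirmed by dose response; inconclusive = inhibition over 29.93% but no dose response follow-up; inactive = inhibition at most 29.93% or unconfirmed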;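 also: 0% = low Mg2+ inducing control and 100% = high Mg2+ repressing control; strong numbers were not always called active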
* = called active by the depositor; ? = inconclusive; nt = not tested or not shown.

SMILES	RSV CPE inhibition	Rac1 GTP hydrolysis	CSM14.1 death rescue	LYP phosphatase	Dengue-2 NS5 capping	Large T inhibition	West Nile antiviral	GPR35 arrestin U2OS	Salmonella PhoP GFP
O=C(c1cc(-c2ccccc2)nn1-c1ccccc1)N1CCN(S(=O)(=O)c2c(F)cccc2F)CC1	-0.4%	6%	nt	nt	-9%	5%	nt	nt	-8%
Cc1ccc(OCC(=O)N/N=C/c2cn[nH]c2-c2ccc(Cl)c(Cl)c2)cc1	15%	0%	-2.2%	-4%	-6%	9%	0.6%	-6%	-5%
NS(=O)(=O)c1ccc(N2CCN(CCOc3ccc(Cl)cc3)CC2)nc1	4.5%	3%	nt	-10%	7%	3%	-1.0%	5%	14%
Cc1ccc(NC(=O)CN2CCc3cc4c(cc3C2C)OCCCO4)cc1C (centres undefined)	18%	5%	nt	3%	6%	8%	-0.4%	-6%	-5%
COc1ccc2c(c1OC)c(=O)n1c3ccc(OC(C)C(=O)NCCCN4CCOCC4)cc3c3ccnc2c31 (centres undefined)	1.1%	16%	nt	-17%	7%	6%	0.9%	9%	12%
COc1ccccc1C(=O)NCC(=O)OCCCOC(=O)CNC(=O)c1ccccc1OC	2.1%	8%	nt	-2%	-9%	16%	0.2%	-24%	0%
O=C1c2ccccc2C(=O)C12Cc1ccccc1N1CCN(c3ccccc3)CC12 (centres undefined)	nt	5%	-0.2%	-4%	-1%	13%	-0.7%	-5%	4%
CCCONC(=O)Nc1ccccc1[N+](=O)[O-]	5.7%	5%	-3.6%	-5%	-3%	14%	nt	0%	20%
C=CCNC(=O)CSc1nc2ccccc2c(=O)n1CCc1ccc(OC)c(OC)c1	1.7%	4%	nt	-4%	-3%	8%	-0.7%	0%	-4%
Cc1nc2cc3c(cc2s1)OCO3	nt	7%	nt	-7%	7%	10%	0.2%	2%	-5%
Cc1ccc(NC(=O)Nc2ccccc2)nc1	-1.0%	-11%	nt	nt	-5%	5%	nt	nt	nt
CCn1ncc(C2=NOC(C(=O)N3CCN(c4ccccc4)CC3)C2)c1C (centres undefined)	-0.2%	4%	-1.2%	-1%	2%	2%	-0.2%	4%	3%
CCOc1ccc(NC(=O)C(C)O)c(NS(=O)(=O)c2ccc(CCNC(C)=O)cc2)c1 (centres undefined)	-1.2%	5%	-1.4%	-2%	1%	-7%	-0.3%	7%	5%
Cc1ccc(CNC(=O)CCC(=O)N2CC(C)Oc3ccccc32)cc1 (centres undefined)	1.2%	2%	nt	-9%	-1%	11%	1.3%	-6%	nt
Cc1ccc(S(=O)(=O)NCc2ccco2)cc1C	3.0%	0%	0.4%	-11%	-6%	10%	-0.5%	7%	-3%
CCOC(=O)/C(C(C)=O)=C1\OC(=O)c2ccccc21	2.1%	9%	0.0%	-2%	1%	0%	0.5%	22%	-9%
CC(=O)N1CCc2c(sc(NC(=O)Cc3ccc(F)cc3)c2C#N)C1	0.6%	nt	nt	-12%	3%	3%	1.1%	-8%	-3%
Cc1ccc(S(=O)(=O)CC(CN2CCOCC2)N2CCOCC2)cc1 (centres undefined)	2.6%	8%	2.0%	-4%	-4%	4%	-0.7%	5%	6%
Nc1nc(-c2ccco2)c(-c2ccco2)s1	2.8%	?	1.5%	-3%	21%	38%	-0.1%	13%	-9%
Cc1ccc(-c2n[nH]c(=O)c3ccccc23)c(C)c1	9.3%	11%	nt	-7%	0%	8%	0.1%	-6%	-3%
CC(=O)N1c2ccc(S(=O)(=O)N3CCCCC3)cc2CC1C (centres undefined)	-0.1%	-1%	nt	-7%	1%	9%	0.1%	6%	5%
CCc1ccc(-n2nnnc2SCC(=O)Nc2ccc(NC(C)=O)cc2)cc1	1.3%	2%	nt	-3%	-9%	-1%	-0.8%	10%	5%
CCc1ccccc1S(=O)(=O)Cc1ccc(C(=O)NC(C)C)o1	-0.2%	6%	nt	nt	-4%	nt	-0.7%	nt	nt
CCOc1cc(C(=S)N2CCOCC2)ccc1OS(=O)(=O)c1ccccc1[N+](=O)[O-]	3.4%	8%	0.5%	-2%	7%	10%	-0.2%	-1%	13%
Cc1ccc(NC(=O)N2CCC(NC(=O)c3ccccc3C)CC2)cc1	0.7%	8%	0.7%	-2%	5%	6%	0.0%	0%	-9%
CCOCc1nnc(NC(=O)CCC2CCCCC2)s1	1.9%	8%	nt	-3%	-5%	5%	0.5%	2%	0%
CC1CCN(C(C(=O)Nc2ccc(C(C)C)cc2)c2ccc3c(c2)OCO3)CC1 (centres undefined)	0.9%	2%	1.9%	1%	-4%	4%	-0.1%	-9%	-3%
Cc1ccccc1Cn1cc(NC(=O)c2noc(C(C)C)c2[N+](=O)[O-])cn1	2.2%	2%	nt	-9%	-11%	8%	-0.1%	-4%	-7%
Fc1cccc(Cl)c1-c1nnc2ccc(C(F)(F)F)cn12	3.2%	0%	0.8%	-4%	-7%	11%	-0.2%	-11%	3%
C/C(=N\NC(=O)C1COc2ccccc2O1)c1ccc(Cl)s1 (centres undefined)	3.2%	1%	0.3%	2%	-2%	8%	-0.2%	2%	-1%
COc1cc(-c2nnn(CC(=O)NC3CCS(=O)(=O)C3)n2)ccc1OCc1ccccc1 (centres undefined)	0.2%	7%	-1.0%	-7%	-3%	10%	-0.1%	7%	1%
COc1ccc(Cn2nnnc2CN(CCCN2CCOCC2)Cc2cc3cc(OC)ccc3[nH]c2=O)cc1	-0.4%	4%	-0.7%	-8%	-1%	23%	-0.3%	5%	-3%
Cc1nnc2c(Oc3ccccc3)nc3ccccc3n12	1.7%	9%	2.8%	-6%	6%	2%	0.0%	11%	0%
Cn1c2c(c(=O)n(C)c1=O)C1c3ccccc3OCC1C(C)(C)O2 (centres undefined)	-0.3%	7%	0.9%	-6%	1%	8%	-0.3%	11%	-6%
COc1cc(/C=N/NC(=O)CSCc2ccc([N+](=O)[O-])cc2)cc(OC)c1OC	0.6%	9%	-0.8%	-10%	2%	7%	0.8%	-2%	1%
CN(CCCC[C@H](CNCc1ccc(-c2ccccc2)cc1)N1C[C@H](c2ccccc2)N(CCc2ccc(Cl)c(Cl)c2)C(=O)C1=O)Cc1ccc(-c2ccccc2)cc1	nt	nt	nt	-28%	nt	nt	-1.5%	26%	8%
CCN(CC)c1nc(N)n(CCSC(=S)N(C)C)c(=O)n1	1.6%	8%	nt	-7%	-2%	15%	-0.2%	8%	-16%
O=C(Nc1ccccc1)C1=C(O)CC(c2ccc(Cl)cc2)N2CCN=C12 (centres undefined)	?	8%	-0.1%	6%	-6%	4%	-1.3%	-12%	6%
COc1ccc(C2=NN(C(=O)CN3CCCCC3)C(c3ccc(OC)cc3)C2)cc1 (centres undefined)	1.1%	16%	nt	-6%	-3%	10%	-0.2%	8%	10%
COc1ccc(N(CCC#N)S(=O)(=O)c2cccc3nsnc23)cc1	1.9%	8%	8.5%	-4%	-5%	-14%	-0.9%	-6%	18%
O=C(CN1CCC(C(=O)O)CC1)Nc1ccccc1Oc1ccccc1	2.4%	nt	nt	-8%	nt	-34%	-0.1%	-14%	0%
Cc1cc(C)c2cc(C#N)c(NCCOC(=O)c3ccccc3C)nc2c1	-1.2%	10%	2.4%	-4%	-2%	2%	-0.1%	13%	-6%
Cn1cc(C(=O)OCC2CCN(CCNS(C)(=O)=O)CC2)c2ccccc21	-1.3%	10%	nt	nt	2%	13%	-0.1%	nt	-5%
O=C(Nc1ccc(S(=O)(=O)N2CCOCC2)cc1)c1cccc([N+](=O)[O-])c1	4.0%	5%	nt	-8%	nt	15%	-1.3%	11%	-4%
COC(=O)c1cc(CNC(=O)c2cccc(Cl)c2)ccc1OC	3.3%	3%	-2.0%	-8%	-6%	-6%	0.1%	-10%	-1%
COc1cccc(NC(=O)C(c2ccccc2)N2CCN(c3ccccn3)CC2)c1 (centres undefined)	7.8%	4%	0.0%	-2%	5%	9%	-0.6%	-6%	-10%
COc1cccc(-n2c(Cc3cc(=O)[nH]c(=O)[nH]3)nnc2SCc2cccc(C(F)(F)F)c2)c1	0.4%	2%	0.4%	-1%	-2%	5%	0.0%	-6%	0%
O=C(O)C1CCCN(S(=O)(=O)c2ccc3c(c2)OCCO3)C1 (centres undefined)	-0.1%	2%	0.8%	-10%	nt	21%	0.2%	2%	0%
COc1ccc(CN2CCNC(=O)C2CC(=O)NC2CCCCC2)c(OC)c1 (centres undefined)	1.0%	7%	nt	-8%	-3%	3%	0.1%	7%	-6%
COc1ccc(C2SCC(=O)N2c2ccccc2)cc1 (centres undefined)	0.9%	4%	nt	-7%	-4%	5%	-0.1%	-10%	7%
Cc1ccc(NC(=O)Cn2nnc(C(=O)NCc3ccccc3)c2N)cc1C	0.3%	5%	-2.2%	-3%	-2%	-1%	-0.2%	8%	10%
CCc1ccccc1NC(=O)/C(=C/c1ccccc1)c1ccccc1	2.2%	9%	-1.1%	-2%	6%	1%	nt	-3%	-5%
CCCn1c2c(c(O)c(C(=O)Nc3ccccc3)c1=O)CCCC2	12%	4%	-0.8%	2%	1%	8%	nt	-4%	-5%
C/C(=N\NC(=O)Cc1ccccc1)c1cccnc1	0.9%	-1%	nt	-7%	-8%	-4%	-0.1%	-14%	-4%
COc1ccc(OC)c(C2c3[nH]c4ccccc4c3C[C@H]3C(=O)N(C4CC4)CC(=O)N23)c1 (some centres undefined)	1.1%	12%	nt	-2%	-1%	21%	-0.7%	0%	0%
COc1ccc(C(=O)N(c2ccccc2)C2C=CS(=O)(=O)C2)cc1 (centres undefined)	0.2%	2%	-2.1%	-7%	-1%	5%	-0.2%	-4%	2%
O=C(Nc1ccncc1)Nc1cc(Cl)ccc1Cl	5.3%	6%	nt	-4%	1%	-6%	-1.0%	8%	8%
CCC(=O)Nc1ccc(Cl)c(NC(=O)c2cccnc2)c1	1.8%	1%	-3.2%	-3%	-5%	1%	-0.2%	17%	1%
O=S(=O)(c1ccccc1)N1CCN(C2CCCCCCC2)CC1	1.1%	5%	nt	-5%	2%	2%	-1.0%	-3%	18%
CNCCCOc1ccc(Cl)cc1C(C)(C)C	-4.2%	22%	-3.3%	-5%	-5%	0%	-0.2%	-12%	6%
C=C(C)CN(CC)c1nc(N)c2c(N)nc3c(c2c1C#N)CC(=O)N3C12CC3CC(CC(C3)C1)C2	6.4%	3%	1.4%	-5%	2%	9%	1.1%	9%	15%
